Rtt109 Vps75: inhibitors of C. albicans Rtt109/Vps75 HAT, primary screen, biochemical, ThioGlo CoA-SH fluorescence, plate reader; purified Rtt109/Vps75, 4 h; inhibition, % at 34.9 µM; 330,000 compounds, 0.16% hits;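 active means inhibition of at least 50% in every replicate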
RTF Ca sens act: cardiac RTF calcium sensitivity activators, primary screen, biochemical, IANBD-TnC fluorescence, EC20 calcium; 340,000 compounds, 0.24% hits; Troponin I, cardiac muscle (Homo sapiens) + Troponin T, cardiac muscle (Homo sapiens) + …; IANBD-labeled TnC RTF fluorescence at EC20 calcium; 0% EC20 calcium, 100% full calcium; activation, % at 7.2 µM;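 active means activation above the mean over all tested compounds plus 3 SD, cut at about 30% in these data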;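 further: rise in fluorescence read as greater calcium sensitivity of cardiac thin filaments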
CAL PDZ FP-1: CAL PDZ peptide-binding inhibitors, primary screen, biochemical, fluorescence polarization, Cer-tagged CAL PDZ, HTS | Golgi-associated PDZ and coiled-coil motif-containing protein (Homo sapiens), Q9HD26 | purified CAL PDZ, TMR-peptide fluorescence polarization, 1 h | inhibition, % at 20 µM | 330,000 compounds, 0.02% hits | AID 504414, 2011;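 active means highest replicate inhibition of at least 40%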;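 further: plate controls were DMSO neutral control wells for no effect and unlabeled competitor peptide control wells for full effect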
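System: tagged CAL PDZ domain. Schedule: 1 h room-temperature incubation prior to read. Signal: fluorescence polarization (mP). Measure: percent inhibition from loss of millipolarization.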
PKA-R2B activ: activators of PKA-R2B holoenzyme, primary screen, biochemical, fluorescence polarization, Cy5-IP20, human; PKA-R2B holoenzyme dissociation; R2B truncated from residue 108, S112A mutant; 0% DMSO only, 100% 113 µM cGMP; activation, % at 11.4 µM; AID 504700, 2011; 340,000 compounds, 0.079% hits; cAMP-dependent protein kinase catalytic subunit beta (Homo sapiens) + cAMP-dependent …;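 active means activation above a cutoff set at the mean over all compounds plus 3 SD, cut at about 18% in these data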;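 further: higher means more holoenzyme dissociation and a rise in polarization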
Target sequence (P31323 whole entry, looked up, other chains not shown, the tested form may be a part): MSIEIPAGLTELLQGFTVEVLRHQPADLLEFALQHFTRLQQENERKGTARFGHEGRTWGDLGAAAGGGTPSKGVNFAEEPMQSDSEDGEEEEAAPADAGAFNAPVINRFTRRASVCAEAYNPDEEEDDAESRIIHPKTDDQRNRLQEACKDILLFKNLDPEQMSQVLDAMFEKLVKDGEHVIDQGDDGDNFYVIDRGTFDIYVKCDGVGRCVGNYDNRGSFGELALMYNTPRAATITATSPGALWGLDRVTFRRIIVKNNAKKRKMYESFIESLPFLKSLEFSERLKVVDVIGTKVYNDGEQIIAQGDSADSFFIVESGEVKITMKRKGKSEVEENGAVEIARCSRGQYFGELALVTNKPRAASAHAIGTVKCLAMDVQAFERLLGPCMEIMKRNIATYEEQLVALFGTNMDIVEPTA
CAL PDZ FP-2: untagged CAL PDZ binding inhibitors, primary screen, biochemical, fluorescence polarization, HTS; Golgi-associated PDZ and coiled-coil motif-containing protein (Homo sapiens), Q9HD26; purified CAL PDZ, TMR-peptide fluorescence polarization, 1 h; inhibition, % at 24.9 µM; 300,000 compounds, 0.92% hits; AID 602252, 2012;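 active means mean inhibition of at least 30% with at least half of replicates also reaching 30%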;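 further: 0% = DMSO neutral control and 100% = excess unlabeled competitor peptide PRC23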
Keap1-Nrf2 PPI: Keap1-Nrf2 protein-protein interaction inhibitors, primary screen, biochemical, fluorescence polarization, single point | inhibition, % at 9.4 µM | AID 504523, 2011 | Keap1 Kelch-Nrf2 peptide fluorescence polarization, 1536-well | 340,000 compounds, 0.15% hits; in the data active means inhibition above about 12%;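 further: human Keap1 Kelch domain with fluorescein labeled Nrf2 9mer peptide probe; 0% = neutral control wells and 100% = peptide positive control; higher means more block of Keap1 binding to Nrf2 peptide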
Cardiac RTF inh: cardiac RTF calcium sensitivity inhibitors, primary screen, biochemical, IANBD-TnC fluorescence, EC70 calcium. inhibition, % at 7.15 µM. AID 493244, 2011. IANBD-labeled cardiac RTF, Ca2+ fluorescence. 340,000 compounds, 0.12% hits. Troponin I, cardiac muscle (Homo sapiens) + Troponin T, cardiac muscle (Homo sapiens) + …;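 active means inhibition above the mean inhibition of all tested compounds plus 3 SD, cut at about 17% in these data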;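 further: assay run at fixed EC70 calcium of 1.6 mM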
DAGLB inhibitor: DAGLB lipase inhibitors, primary screen, biochemical, fluorescence, HTS; Diacylglycerol lipase-beta (Homo sapiens), Q8NCG7; HEK293T DAGLB membrane lysate, EnzChek fluorogenic substrate; inhibition, % at 5.17 µM; 340,000 compounds, 0.059% hits; in the data active means inhibition above about 34%;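 further: 0% = enzyme with vehicle and 100% = wells lacking enzyme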
Target sequence (Q8NCG7 whole entry, looked up): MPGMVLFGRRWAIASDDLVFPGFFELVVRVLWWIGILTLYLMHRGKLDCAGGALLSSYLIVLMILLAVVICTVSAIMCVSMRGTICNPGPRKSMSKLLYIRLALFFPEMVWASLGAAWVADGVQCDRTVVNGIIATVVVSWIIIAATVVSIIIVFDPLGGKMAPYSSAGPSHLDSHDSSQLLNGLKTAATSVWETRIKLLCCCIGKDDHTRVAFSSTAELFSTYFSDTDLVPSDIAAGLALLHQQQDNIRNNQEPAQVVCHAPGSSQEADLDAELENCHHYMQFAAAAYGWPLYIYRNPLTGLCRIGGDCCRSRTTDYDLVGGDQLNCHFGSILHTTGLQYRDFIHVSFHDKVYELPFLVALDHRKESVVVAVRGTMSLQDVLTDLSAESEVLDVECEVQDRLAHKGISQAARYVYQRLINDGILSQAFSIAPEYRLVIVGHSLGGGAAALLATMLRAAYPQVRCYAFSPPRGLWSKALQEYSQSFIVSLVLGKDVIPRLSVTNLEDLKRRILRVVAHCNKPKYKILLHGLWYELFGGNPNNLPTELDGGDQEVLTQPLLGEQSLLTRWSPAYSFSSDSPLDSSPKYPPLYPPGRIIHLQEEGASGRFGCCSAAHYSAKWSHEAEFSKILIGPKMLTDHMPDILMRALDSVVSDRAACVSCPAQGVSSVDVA
SR-BI DiI-HDL act: activators of SR-BI mediated DiI-HDL uptake, primary screen, ldlA[mSR-BI] CHO cells, DiI fluorescence. 320,000 compounds, 0.096% hits. activation, % at 12.5 µM. 3 h; 100 = double the neutral-control signal;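 active means mean replicate activation of at least 60% and every replicate at or above 60%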;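 further: 0% = median plate neutral-control signal and 100% = twice that signal; values of inactives mirror those of a sister screen read the other way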
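Test system: SR-BI-overexpressing, LDLR-lacking CHO cells; Medium: Ham's F12 with 0.5% BSA, HEPES 25 mM, pH 7.4; Schedule: 3 h, 37 °C; Technique: bottom-read fluorescence, 550/595 nm.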
LANA DNA inh: inhibitors of KSHV C-LANA binding to DNA, primary screen, biochemical, fluorescence polarization, FAM-LBS DNA, MBP-C-LANA, single point; Kaposi's sarcoma herpesvirus LANA C-terminal domain (residues 932-1162) DNA binding; inhibition, % at 9 µM; 340,000 compounds, 0.078% hits; AID 504423, 2011;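 active means highest replicate inhibition at or above 60% at 9 µM, even if other replicates fall short; inactive means all replicates below 60% inhibition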;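 further: 0% = neutral control wells and 100% = 4 µM acridine orange control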
* marks the source's active call; other numbers are inactive results; nt = not tested or not shown; & = joins results of further samples.

SMILES	Rtt109 Vps75	RTF Ca sens act	CAL PDZ FP-1	PKA-R2B activ	CAL PDZ FP-2	Keap1-Nrf2 PPI	Cardiac RTF inh	DAGLB inhibitor	SR-BI DiI-HDL act	LANA DNA inh
CCc1ccn2cc(-c3cc(-c4ccccc4)no3)nc2c1	-2	-1	-3.9	-2	-4	0	-5	-6	-5	1.5
COC(=O)c1ccc(COC(=O)CNS(=O)(=O)c2ccc(C)cc2)cc1	-11	14	0.0	3	-2	-3	-5	-6	-10	0.0
Fc1ccc(Oc2ccc3nnc(C(F)(F)F)n3n2)cc1	-3	7	0.8	3	6	-3	-2	-1	2	1.2
Cc1nc2ccccn2c1C(=O)NCCCN1CCOCC1	-42	-1	-2.2	1	-1	-4	2	1	5	2.3
C/C(=C1/SC(N2CCOCC2)=NC1=O)c1ccc(Br)cc1	8	-6	-0.6	-8	-4	-2	-6	-4	-16	-1.1
CC12CCC(C(=O)N(Cc3ccccc3)Cc3ccccc3)(OC1=O)C2(C)C (stereo unspecified)	-6	-1	nt	-7	-3	-1	-4	-10	2	0.9
CNc1nc(Nc2ccc(C)c(Cl)c2)nc(N)c1[N+](=O)[O-]	0	6	-1.5	-16	-5	-2	-13	1	-41	0.8
O=C(Nc1cc(C(F)(F)F)ccc1-n1cncn1)c1ccc(F)cc1Cl	1	-3	-0.1	-15	-3	-1	5	1	-10	0.3
Cc1cccc(C(=O)N2CCCCCC2)c1[N+](=O)[O-]	-4	-2	-2.4	-8	-2	1	-23	-2	37	-1.1
CC(=O)c1c(N2CCCCC2)nc(=S)n(-c2ccccc2)c1C	4	10	0.2	1	-2	-32	-7	-2	-7	-0.2
Cc1ccc(C)c(S(=O)(=O)N2CCN(C(=O)CCc3c[nH]c4ccccc34)CC2)c1	6	-1	-0.1	-1	nt	3	-2	1	-12	-0.9
Cc1ccc(S(=O)(=O)N(C)C)cc1NC(=O)CN1C(=O)NC(Cc2c[nH]c3ccccc23)C1=O (stereo unspecified)	3	6	-3.8	1	-5	-7	-5	0	nt	-1.8
CC(C)n1c(NCc2ccccc2O)nc2ccccc21	-1	2	-0.2	-5	-3	2	-3	2	-20	0.1
CCCc1cc(=O)n2[nH]cnc2n1	20	-2	-0.3	10	-6	-3	2	-3	19	-0.5
CC(C)C(O)(C#CCN1CCCC1)c1ccccc1 (stereo unspecified)	-1	-1	nt	5	0	-4	-9	0	31	7.9
COc1ccc(-c2nnc(-c3ccc(Br)o3)o2)cc1OC	-1	-1	-4.0	-8	-1	1	2	-4	-49	-0.3
O=C1C=C(c2cccc(Br)c2)C[C@@H](c2ccc(F)cc2)C1	1	-1	-1.2	-19	-9	-7	1	-18	-35	-0.9
Cc1onc(-c2c(F)cccc2Cl)c1C(=O)N=C(N)N1CC(C)OC(C)C1 (stereo unspecified)	5	0	0.3	6	-4	9	0	1	-10	0.2
O=C(Nc1nccs1)c1ccc(COc2ccc(F)cc2)o1	-1	2	-0.3	-7	0	-2	-8	0	8	-0.8
COc1ccc(/C=N/NC(=O)c2ccc(-c3ccccc3)cc2)cc1O	-10	1	-3.5	-21	2	-1	-6	-3	-29	0.2
Cc1cc(C)n2ncc(/C(N)=N/OC(=O)c3ccccc3F)c2n1	-17	0	-0.1	-6	4	1	1	4	8	-0.9
CC1=C(C(=O)Nc2ccccc2)C(c2ccncc2)C(C#N)=C(SCC(=O)Nc2ccccc2)N1 (stereo unspecified)	8	15	nt	7	-5	-1	0	2	-22	-1.7
C=CCNC(=S)NNC(=O)c1cccc2ccccc12	-7	0	-0.7	-1	nt	-5	-12	-2	21	0.1
CNc1ccc(/C=C(\C#N)c2ccccn2)cc1[N+](=O)[O-]	0	2	-1.6	-4	-7	0	-5	3	5	-0.8
CC1=C(C(=O)OCc2ccccc2)C(c2cccnc2)c2c(n(C)c(=O)n(C)c2=O)N1 (stereo unspecified)	18&-7	-6&6	-3.6	-16&7	-4&23	0&-9	-4&-11	-4&0	-3&8	-0.5&1.2
O=C(NCc1ccco1)C1OCCc2ccccc21 (stereo unspecified)	-6	-7	-0.3	-9	-4	-9	-6	-2	-10	-1.7
CCC(C)CCCCCCCCCCC(=O)O (stereo unspecified)	11	-1	0.8	-2	-2	-2	4	-1	17	-1.1
CC(=O)c1c[nH]c(C(=O)NCc2ccccc2Cl)c1	9	-5	-1.5	-6	-1	-1	-13	1	9	30
O=C1OC(c2ccc3c(c2)OCO3)N(C(=O)c2ccc(Cl)c(Cl)c2)c2ccccc21 (stereo unspecified)	4	-4	-0.9	-10	1	-2	0	6	-65	0.9
CCOc1ccc(Nc2nc(N)c3ccccc3n2)cc1	2	11	1.1	-1	-3	-4	-6	2	-3	3.3
Nc1cc2c([N+](=O)[O-])cccc2o1	3	-2	-2.4	0	2	-8	-2	6	nt	0.2
Cc1cccc(N2N=C(C(=O)OCC(=O)c3ccccc3)CCC2=O)c1	-12	-6	0.4	-7	nt	2	8	0	27	-1.4
Cc1c(C(=O)NNS(=O)(=O)c2ccccc2Cl)sc(=S)n1C	2	-1	-1.4	-2	nt	2	-2	2	-10	0.0
COc1ccc(NC2CCCN(Cc3cccc4cnccc34)C2)cc1 (stereo unspecified)	4	0	0.1	-3	-4	-3	-7	-8	22	-0.1
CSCC[C@H](NC(=O)OC(C)(C)C)C(=O)N1CCC(C(=O)N[C@@H](C)C(=O)NCc2ccc(F)cc2)CC1	-7	8	-0.3	-2	-2	0	1	-1	7	-1.2
O=C(O)CCCN1C(=O)/C(=C/c2ccc(-c3nc4ccccc4s3)o2)SC1=S	27	-6	2.8	-4	-3	-24	-3	3	-6	74
Clc1ccc(C2=Nn3c(nnc3-c3cccs3)SC2)cc1	5	-1	-0.6	0	-5	-6	2	2	-2	-3.0
COc1ccccc1OCC(=O)Nc1c2c(nn1-c1ccccc1)CS(=O)(=O)C2	-3	-1	0.1	1	-19	3	-4	-2	32	1.6
O=S(=O)(NCCN1CCOCC1)c1ccc(Oc2ccccc2Cl)cc1	9	1	-2.8	-15	-1	0	5	-1	11	0.1
COc1ccccc1CC(=O)N(CCC1=CCCCC1)c1c(N)n(Cc2ccccc2)c(=O)[nH]c1=O	-5	-3	-2.9	-6	-5	-3	2	7	-11	0.6
CC(NCc1ccc([N+](=O)[O-])cc1)C1COc2ccccc2O1 (stereo unspecified)	-2	5	0.6	3	-7	-5	-8	-10	9	0.9
CN(C)c1ccc(NC(=O)COC(=O)c2cc(=O)c3ccccc3o2)cc1	6	3	-0.6	1	nt	-1	5	0	18	-1.0
CN(C)c1ccc(CNC(=O)C2CCN(S(=O)(=O)c3ccc4c(c3)CCCC(=O)N4)CC2)cc1	-13	1	-2.7	-11	-3	0	-3	0	20	0.2
CCN(CC)CCN1C(=O)C(=O)/C(=C(/O)c2ccc(Cl)cc2)C1c1ccncc1 (stereo unspecified)	-3	13	-0.5	-1	-7	-10	-19	2	-6	-0.5
Cc1ccc(OCc2cc(C(=O)NC3CCc4ccccc43)no2)cn1 (stereo unspecified)	0	-2	-0.4	1	nt	-5	3	-1	nt	1.1
CCC(=O)NC1=C(C#N)C2(CCCC2)Cc2ccccc21	-4	2	-1.6	-17	6	2	-3	0	29	-0.1
COc1ccc(C2=NNC(=O)C2(C)Br)cc1 (stereo unspecified)	1	-4	-0.5	-5	-6	1	-2	-1	-4	-0.2
CN(Cc1ccccc1)C(=O)c1cc2cc(F)ccc2[nH]1	1	-1	-1.3	-2	-2	-2	2	-3	16	-0.9
Cn1c(O)c(N=Nc2ccc(F)cc2)c2ccccc21	2	-5	-0.4	2	-1	2	-11	-2	-16	-0.5
CC(C)CCNC(=O)CSc1nc2ccccc2c(=O)[nH]1	17	4	-2.0	4	nt	1	0	0	13	-1.8
COCCNC(=O)CCC(=O)NNc1nc2ccccc2c2nc(-c3ccccc3)nn12	1	2	-4.7	-1	-2	-4	2	0	11	0.7
CCOc1ncccc1C(=O)OCC(=O)NCc1cccs1	-2	0	-0.1	3	1	-5	-5	-1	8	5.2
COc1cccc(CNC(=O)C(Cc2ccccc2)n2cccc2)c1 (stereo unspecified)	2	-3	-1.9	-7	-2	2	-22	-6	nt	-2.1
OC[C@@H](O)[C@@H](O[C@H]1O[C@H](CO)[C@@H](O)[C@H](O)[C@H]1O)[C@H](O)[C@@H](O)CO	1	-3	-1.5	-1	-7	2	9	2	24	-0.9
CCCC(=O)Nc1c(-c2ccccc2)c(=O)c(C)nn1-c1ccccc1	0	7	-1.2	-6	-7	-5	-14	0	9	1.3
CS(=O)(=O)N1CCc2cc(C(=O)OCC(=O)c3ccccc3)ccc21	-6	-5	-1.9	-7	98*	-2	3	0	6	0.3
Cc1ccc(N2C(=O)N(CC(=O)Nc3ccccc3C(F)(F)F)C(=O)C2C)cc1 (stereo unspecified)	4	2	0.2	12	-2	-2	0	-1	33	-0.7
O=C(O)c1cccc(S(=O)(=O)N2CCOCC2)c1	-5	2	-0.1	10	nt	0	-10	1	-14	0.9

3 entries from above, in markdown:
| compound | Rtt109 Vps75 | RTF Ca sens act | CAL PDZ FP-1 | PKA-R2B activ | CAL PDZ FP-2 | Keap1-Nrf2 PPI | Cardiac RTF inh | DAGLB inhibitor | SR-BI DiI-HDL act | LANA DNA inh |
| --- | --- | --- | --- | --- | --- | --- | --- | --- | --- | --- |
| COc1cccc(CNC(=O)C(Cc2ccccc2)n2cccc2)c1 (stereo unspecified) | 2 | -3 | -1.9 | -7 | -2 | 2 | -22 | -6 | nt | -2.1 |
| OC[C@@H](O)[C@@H](O[C@H]1O[C@H](CO)[C@@H](O)[C@H](O)[C@H]1O)[C@H](O)[C@@H](O)CO | 1 | -3 | -1.5 | -1 | -7 | 2 | 9 | 2 | 24 | -0.9 |
| CCCC(=O)Nc1c(-c2ccccc2)c(=O)c(C)nn1-c1ccccc1 | 0 | 7 | -1.2 | -6 | -7 | -5 | -14 | 0 | 9 | 1.3 |
